Assay outcomes as filed in PubChem.
TEAD-YAP inh: TEAD-YAP interaction inhibition, primary screen, TEAD-YAP interaction inhibitor project, luminescence, HEK-TIYL cells; inhibition, % at 9.12 µM; hit rate 1.4% among 640,000; AID 1259422, 2018; TEAD-Gal4/YAP UAS-luciferase luminescence; in the data active means inhibition above about 32%;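 further: 0% = median of test compound wells and 100% = reference inhibitor wells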
GPR151 activ: activators of human GPR151, primary screen, cell-based, PathHunter beta-arrestin, luminescence. G-protein coupled receptor 151 (Homo sapiens), Q8TDV0. hit rate 1% among 650,000. AID 1508602, 2020. PathHunter beta-arrestin GPR151 cells. activation, % at 11.2 µM; in the data active means activation above about 4.9%;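 further: 0% = median of compound wells and 100% = cells with positive control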
Target sequence (Q8TDV0 whole entry, looked up): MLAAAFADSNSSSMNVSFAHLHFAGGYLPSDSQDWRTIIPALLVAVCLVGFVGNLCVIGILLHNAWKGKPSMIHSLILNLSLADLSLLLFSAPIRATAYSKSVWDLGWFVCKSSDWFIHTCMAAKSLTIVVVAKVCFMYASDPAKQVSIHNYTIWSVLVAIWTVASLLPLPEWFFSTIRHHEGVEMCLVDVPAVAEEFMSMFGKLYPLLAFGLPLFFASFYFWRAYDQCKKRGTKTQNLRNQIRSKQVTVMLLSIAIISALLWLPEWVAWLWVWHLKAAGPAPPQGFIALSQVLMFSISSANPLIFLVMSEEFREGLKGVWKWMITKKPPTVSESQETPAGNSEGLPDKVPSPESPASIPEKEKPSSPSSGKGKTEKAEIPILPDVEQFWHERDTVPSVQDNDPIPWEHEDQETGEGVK
FBW7 act: FBW7 E3 ligase activators, primary screen, biochemical, AlphaScreen, human | AlphaScreen FBW7–phospho-cyclin E peptide binding, activator screen | hit rate 0.13% among 650,000 | normalized activity (activation), % at 26.1 µM | F-box/WD repeat-containing protein 7 (Homo sapiens), Q969H0; in the data active means normalized activity above about 1.9%;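 further: purified mutant Fbw7 with reduced substrate affinity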
Target sequence (Q969H0 whole entry, looked up): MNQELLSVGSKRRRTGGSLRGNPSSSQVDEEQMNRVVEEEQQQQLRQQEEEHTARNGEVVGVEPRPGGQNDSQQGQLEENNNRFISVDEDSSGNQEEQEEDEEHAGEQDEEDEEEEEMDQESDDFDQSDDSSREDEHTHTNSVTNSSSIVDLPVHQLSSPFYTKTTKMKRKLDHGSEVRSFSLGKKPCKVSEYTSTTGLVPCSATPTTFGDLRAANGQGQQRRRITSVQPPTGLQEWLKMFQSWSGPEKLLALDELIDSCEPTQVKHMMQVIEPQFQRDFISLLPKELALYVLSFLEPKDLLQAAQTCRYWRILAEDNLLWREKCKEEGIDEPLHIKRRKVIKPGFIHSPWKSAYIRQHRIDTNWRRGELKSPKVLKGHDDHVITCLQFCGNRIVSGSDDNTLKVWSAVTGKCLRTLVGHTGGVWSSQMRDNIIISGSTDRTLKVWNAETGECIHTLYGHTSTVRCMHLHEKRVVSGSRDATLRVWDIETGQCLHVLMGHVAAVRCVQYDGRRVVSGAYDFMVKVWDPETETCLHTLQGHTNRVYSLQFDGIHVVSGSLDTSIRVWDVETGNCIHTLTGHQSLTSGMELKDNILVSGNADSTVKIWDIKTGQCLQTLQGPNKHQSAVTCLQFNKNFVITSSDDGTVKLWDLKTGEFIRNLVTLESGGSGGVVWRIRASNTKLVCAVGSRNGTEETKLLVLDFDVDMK
MITF primary: MITF inhibitors, primary screen, biochemical, AlphaScreen, human; AlphaScreen MITF homodimerization, bead proximity signal; inhibition, % at 2.6 µM; hit rate 0.91% among 650,000; AID 1259374, 2018; in the data active means inhibition above about 50%;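 further: 0% = vehicle wells with protein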
An asterisk follows results filed as active. No enrichment for hits; about 3.4% have a hit in one of these screens.

smiles | TEAD-YAP inh | GPR151 activ | FBW7 act | MITF primary
COC(=O)c1c(C)oc2ccc(NS(=O)(=O)c3cccc4ccccc34)cc12 | 11 | 0.0 | 0.1 | 11
Cc1ccc(Nc2nc(-c3ccncc3)cs2)cc1 | -80 | 3.4 | -0.1 | 2
Cc1c(NC(=S)NC(=O)c2cc3ccccc3o2)cccc1-c1nc2ncccc2o1 | 4 | -0.8 | 0.1 | 1
C/C(=N\N1CCN(C)CC1)c1c(C(F)(F)F)[nH]n(-c2nc3ccccc3s2)c1=O | -14 | -7.5 | 0.3 | 9
Cc1cnc(Nc2ccc(C(F)(F)F)cc2)nc1NCc1cccc(C(F)(F)F)c1 | 11 | -2.0 | 0.0 | -22
CC(=O)c1cc2c(cc1NC(=O)c1ccccc1)OCCO2 | 0 | -0.5 | 0.2 | 13
C=CCOn1c(=O)c(C)[n+]([O-])c2ccccc21 | -5 | 0.2 | 0.2 | 37
O=C(N/N=C\c1cc(Cl)ccc1O)c1ccc(Br)cc1 | -7 | 0.3 | 0.8 | 2
CCCCOc1ccc(C2=N/C(=C\c3ccc(N(C)C)cc3)C(=O)O2)cc1 | -9 | -0.6 | 0.0 | -18
Cc1ccc(S(=O)(=O)N2CCOC(c3ccccc3)C2)cc1 (stereo not given) | -10 | -1.2 | -0.2 | 3
CCn1c(=O)n(CC(=O)NC2CCCCC2)c2cccnc21 | 10 | 0.9 | -0.1 | 11
O=C1OCCN1CC(=O)N1CCc2c([nH]c3ccccc23)C1c1cccc(C(F)(F)F)c1 (stereo not given) | -13 | -1.0 | 0.3 | 15
c1ccc(COC2CCN(Cc3ccc4c(c3)CN(Cc3ncc[nH]3)CCO4)CC2)cc1 | 9 | 0.7 | -0.4 | -3
C/C(=N\OCC(=O)Nc1ccc(OCc2ccccc2)cc1)c1ccc2c(c1)OCCO2 | -3 | -1.3 | 0.1 | -1
Cc1cnc(-c2cccc(N)c2)nc1NCCN1CCOCC1 | 0 | -0.5 | -0.1 | -1
COc1ccc(C2=NN(c3nc(-c4ccc(S(=O)(=O)N5CCCC5)cc4)cs3)C(c3ccc(OC)cc3)C2)cc1 (stereo not given) | 4 | -0.9 | -0.1 | 6
Nc1nc(SCC(=O)NC23CC4CC(CC(C4)C2)C3)n[nH]1 | -3 | 2.2 | 0.0 | -8
NS(=O)(=O)c1ccc(CCNC(=O)CSc2nc3ccsc3c(=O)n2NC(=O)c2ccccc2)cc1 | -4 | 0.0 | -0.1 | -6
COc1cccc(OC)c1NC(=O)C1CCN(c2nc(C)cc(C)n2)CC1 | 3 | 1.0 | -0.1 | -7
CC(C)c1ccc2c(c1)CCC1C(C)(CN)CCCC21C (stereo not given) | -1 | 3.5 | 0.0 | 17
CON(C)S(=O)(=O)c1cc(C(=O)O)ccc1Cl | 5 | -0.8 | -0.1 | 2
C[C@@H](OCc1ccccc1)[C@@H]1NC(=O)[C@H]2CN(C(=O)c3cc(F)cc(F)c3)CCN2C1=O | 2 | 2.5 | 0.2 | 12
CC1(C)Nc2ccccc2C(=O)N1Cc1ccc(Cl)c(Cl)c1 | 6 | 0.0 | 0.1 | 11
Cc1ccccc1C(=O)Nc1ccc(C(=O)N/N=C/c2ccc(O)cc2)cc1 | 7 | -1.9 | 0.2 | 20
CCOc1cc(C2N=C(Nc3nc4ccccc4o3)NC3=C2C(=O)CC(C)(C)C3)ccc1O (stereo not given) | 6 | -2.8 | 0.7 | 5
COc1ccc(C(=O)Nc2ccc(Cl)cc2C)cc1[N+](=O)[O-] | 2 | 0.4 | -0.2 | 15
COc1ccc(/C=N/NS(=O)(=O)c2ccccc2)c(OC)c1OC | 5 | -1.6 | -0.1 | -2
CCOC(=O)CSc1ccc(C(=O)NCc2ccc3c(c2)OCO3)cc1[N+](=O)[O-] | -12 | -1.5 | 0.1 | 6
Cc1ccsc1C(=O)NCc1ccccc1Cl | -5 | 4.8 | 0.0 | 4
O=C(Cc1cn(-c2ccc(Nc3cnccn3)nn2)c2ccccc12)NC1CC1 | 2 | -0.8 | 0.0 | 8
CCC(=O)NC(=S)Nc1ccc(NC(=O)COc2ccccc2)cc1 | 11 | -0.3 | 0.1 | 14
N#Cc1cc2cc3c(cc2nc1NCCCNC(=O)Nc1ccccc1)OCO3 | -2 | -0.5 | 0.0 | 11
Cc1csc(NC(=O)CSc2ncnc3c2cnn3-c2ccc(F)cc2)n1 | 1 | 1.4 | 0.2 | -6
C=CCn1c(N2CCC(C(=O)NCc3ccc(OC)cc3)CC2)nc2ccccc21 | 4 | 0.8 | 0.0 | 10
COCCNC(=S)N(CCCO)Cc1cc2c(C)cc(C)cc2[nH]c1=O | -4 | -0.1 | -0.1 | -6
C1CCN=C(Nc2nc3c(s2)CCCC3)CC1 | -45 | -1.0 | 0.0 | 9
COC(=O)Cn1cc(S(=O)(=O)NCc2ccc(C)cc2)c2cc([N+](=O)[O-])ccc21 | 12 | -0.5 | 0.5 | 9
CCOCCCNC(=S)N1CCCC(c2nc3ccc(C)cc3[nH]2)C1 (stereo not given) | -6 | 0.2 | -0.3 | -6
COc1ccc(-c2noc(COc3ccc(C(C)C)cc3)n2)cc1 | 2 | 0.7 | 0.1 | -1
O=C(Nc1cc(NCc2ccccc2)ncn1)C1COc2ccccc2O1 (stereo not given) | -3 | 0.1 | 0.1 | 7
CC(C(=O)OCC(=O)c1ccc(Br)cc1)N1C(=O)c2ccccc2C1=O (stereo not given) | -1 | 0.4 | 1.2 | 18
CC(C)(C)NC(=O)CCC1(Cc2ccc3c(c2)OCO3)CCC(=O)N1 (stereo not given) | 3 | 0.7 | 0.0 | -5
CCOc1ccccc1-n1c(SCC(=O)NCC(C)C)nnc1-c1ccccn1 | 9 | -1.0 | 0.1 | -9
COc1cc([N+](=O)[O-])cc(/C=N/NC(=O)c2ccncc2)c1O | 5 | -1.1 | -0.9 | 83*
O=C1NC2(CCN(Cc3cccs3)CC2)Oc2ccccc21 | 3 | -0.7 | 0.1 | -9
Cc1cc(C)c2c(c1)cc(C)c1nn(CC(=O)Nc3c(C)nn(C)c3C)c(=O)n12 | -6 | -0.3 | 0.7 | -1
CCOC(=O)c1c(NC(=O)c2ccc(Cc3ccc(C)cc3)o2)sc2c1CCC(C#N)(c1ccccc1)C2 (stereo not given) | 3 | 2.5 | 0.1 | -11
CC(C)c1nc(-c2ccc([N+](=O)[O-])cc2)cs1 | -11 | 2.3 | -0.1 | 10

Another view of part of the listing above.
CC(C)(C)NC(=O)CCC1(Cc2ccc3c(c2)OCO3)CCC(=O)N1 (stereo not given)
  TEAD-YAP inh = 3	GPR151 activ = 0.7	FBW7 act = 0.0	MITF primary = -5

CC(C)c1ccc2c(c1)CCC1C(C)(CN)CCCC21C (stereo not given)
  TEAD-YAP inh = -1	GPR151 activ = 3.5	FBW7 act = 0.0	MITF primary = 17

c1ccc(COC2CCN(Cc3ccc4c(c3)CN(Cc3ncc[nH]3)CCO4)CC2)cc1
  TEAD-YAP inh = 9	GPR151 activ = 0.7	FBW7 act = -0.4	MITF primary = -3

Cc1cnc(-c2cccc(N)c2)nc1NCCN1CCOCC1
  TEAD-YAP inh = 0	GPR151 activ = -0.5	FBW7 act = -0.1	MITF primary = -1

(listing goes on)
smiles | TEAD-YAP inh | GPR151 activ | FBW7 act | MITF primary
CCCCN(CC)C(=O)c1c[nH]c2ccc(S(=O)(=O)N(C)c3ccc(Cl)cc3)cc2c1=O | -1 | 0.8 | 0.0 | -4
CCOC(=O)Cc1csc(=S)n1-c1ccc(OC)cc1 | 2 | 0.2 | -0.1 | -11
CN(Cc1n[nH]c2c1CCCC2)Cc1c(C(=O)N2CCCCC2)nc2sccn12 | 12 | -0.4 | 0.1 | 6
COC(=O)c1sc2nc(C)cc(C)c2c1N | 10 | 1.7 | 0.0 | -7
NC(=O)c1ccc2nc(NC3CCN(Cc4ccccc4)CC3)sc2c1 | -5 | -0.3 | 0.1 | -2
CCOC(=O)c1c(C)oc2ccc(OCC=C(C)C)cc12 | -3 | -0.7 | 0.1 | 10
Cc1ccc(C)c(S(=O)(=O)N2CCCOC2CNC(=O)C(=O)NCCO)c1 (stereo not given) | 3 | 0.2 | 0.1 | 7
O=C(CN1CCOCC1)N/N=C/c1ccc(OCc2ccc(Cl)cc2)cc1 | -28 | -0.1 | 0.1 | 9
Cc1cccc(N2CCN(S(=O)(=O)c3cc(Br)cnc3N)CC2)c1C | 0 | 2.2 | 0.1 | 9
CCCC1=C(C(=O)OCC)C(c2cc(OC)c(OC)c(OC)c2)NC(=O)N1 (stereo not given) | 1 | -0.8 | -0.1 | -19
O=S(=O)(N/N=C/C=C/c1ccccc1)c1ccccc1 | -3 | 1.6 | -0.1 | -2
COc1ccc(C(=O)/C=C/Nc2cc([N+](=O)[O-])ccc2C)cc1OC | 6 | -0.6 | 0.6 | 17

(list continues)
Second line of a record – TEAD-YAP inh	GPR151 activ	FBW7 act	MITF primary
- CCOc1ccccc1NC(=O)C1=C(C)NC(=S)NC1c1ccc(N(C)C)cc1 (stereo not given)
 : 0	-2.4	0.0	2
- CCN1C(=O)C(CC(=O)Nc2ccc(C(=O)OC)cc2)N(CCN2CCOCC2)C1=S (stereo not given)
 : 6	-1.4	0.8	7
- O=C(Cc1sc(-c2ccccc2)nc1-c1cccs1)N1CCN(c2ncccn2)CC1
 : -3	-1.5	0.0	10
- COC(c1ccccc1)c1nnc(CCC(=O)NCc2nc3ccccc3s2)o1 (stereo not given)
 : 1	2.2	-0.1	0
- CCN(CCN)c1ccc2c(=O)[nH][nH]c(=O)c2c1
 : -8	0.9	-0.1	-6
- Cc1cc2c(=O)n(CC(=O)N3CCC(C)CC3)cnc2s1
 : -7	2.7	0.0	-15
- CC(C)N1C(=O)C(O)(c2nnc(-c3ccccc3)o2)c2ccccc21 (stereo not given)
 : 5	0.0	0.2	9
- Cc1cc(S(=O)(=O)n2nc(-c3cccc(F)c3)cc2N)ccc1F
 : -1	0.0	-0.1	14
- Cc1cc(-c2ccccc2)n(-c2cc(Nc3ccccc3)ncn2)n1
 : 0	5.1*	0.2	5
- COc1cccc(CNc2nc(N)n(-c3ccccc3)n2)c1
 : -3	-1.1	0.0	8
- O=[N+]([O-])c1ccc(NC(c2ccccn2)c2c[nH]c3ccccc23)cc1 (stereo not given)
 : -5	1.2	-0.2	-7
- Cc1cc(NC(=O)CSc2nc3ccc(Br)cc3c3nc4ccccc4n23)n[nH]1
 : -6	0.1	0.7	-2
- Cc1cccnc1NC(=S)NC(=O)c1cc2ccccc2o1
 : -26	3.6	-0.1	-12
- CCc1ccc(NC(=O)c2ccc(F)c(S(=O)(=O)N3CCc4ccccc4C3)c2)cc1
 : 8	2.2	0.9	6
- CCOC(=O)c1sc(NC(=O)COc2ccc(Cl)cc2)c(C(=O)OCC)c1C
 : 4	0.8	-0.1	-13
- COc1ccccc1NC(=O)C1=C(C)NC(SCC(=O)Nc2ccc(Cl)cc2)=C(C#N)C1c1ccc(C)o1 (stereo not given)
 : 1	0.5	-0.2	-2
- N#Cc1c(NC(=O)C2CC2)sc2c1CCCCC2
 : -37	-0.2	-0.2	-1
- COC(=O)c1nnn(CC(=O)Nc2ccccc2C(N)=O)c1C(=O)OC
 : -4	1.1	-0.3	6
- CCOC(=O)c1c(-c2ccc(OCC)cc2)csc1NC(=O)CCC(=O)O
 : 8	-0.5	0.2	12
- O=C1Nc2ccccc2S/C1=C/c1ccc(C(=O)N2CCN(c3ncccn3)CC2)cc1
 : -2	0.5	0.0	-22
- CC(C)c1ccc(NC(=O)c2n[nH]c(=O)c3ccccc23)cc1
 : -12	1.2	0.1	2
- Cc1ccc(C)c(Cn2c(C(=O)O)c(CNC3CCCCC3)c3ccccc32)c1
 : 2	0.0	0.2	3
- Cc1ccc(Nc2nnc(SCC(=O)Nc3ccc4c(c3)OCCO4)s2)cc1
 : -6	-0.3	0.5	21
- CC(=O)N1CCN=C1SCc1ccccc1
 : 2	0.0	0.1	6
- CCOCCCNC(=O)CN1C(=O)C(CC)Oc2ccccc21 (stereo not given)
 : -11	-0.5	0.0	-21
- CCOc1cc(/C=C2/C(=N)N3C(c4ccccc4)=CSC3=NC2=O)ccc1OCc1ccc(F)cc1
 : 8	-0.3	0.1	15
- COc1ccc2nc(Nc3nc(CSc4nc5ccccc5s4)cc(=O)[nH]3)nc(C)c2c1
 : 9	-0.6	0.3	4
- COc1ccc(CN2CCN(S(C)(=O)=O)CC2)cc1
 : 20	0.8	-0.1	57*
- COCCCNC(=O)CN(c1ccc2c(c1)OCO2)S(C)(=O)=O
 : 11	0.1	0.4	0
- Cn1c(=O)n(C)c2cc([N+](=O)[O-])c(N3CCN(C(=O)c4cccc(F)c4)CC3)cc21
 : 12	-1.5	0.0	14
- Cn1c(SCc2cccnc2)nnc1-c1c[nH]c2ccccc12
 : -2	0.9	-0.1	-5
- CC1=C(C(=O)c2ccc(Cl)cc2)C(c2ccccc2C)NC(=O)N1 (stereo not given)
 : 8	1.2	-0.1	12
- CC(=O)Nc1ccc2nc(SCC(=O)NC3CC3)sc2c1
 : -6	0.7	0.1	-2
- CN(C)CCN1C(=O)CC(CC(=O)N2CCCCCCC2)(c2cccc(F)c2)C1=O (stereo not given)
 : 6	-0.5	-0.1	-22
- O=C(O)c1ccc(S(=O)(=O)N2CCC(c3nc(-c4ccc(F)cc4)no3)CC2)cc1
 : 1	0.0	-0.1	5
- O=C(NCCCn1ccnc1)C1CC12CCN(Cc1ccsc1)CC2 (stereo not given)
 : 3	0.1	-0.1	-4
- COc1ccc(NC(=O)CSC2=C(C#N)C(c3ccco3)C3=C(CCCC3=O)N2)cc1 (stereo not given)
 : 20	2.0	-0.1	-4
